# E-selectin induc: E-selectin induction on HUVECs; HUVEC E-selectin immunofluorescence imaging; normalized: neutral wells 0, TNF-alpha wells 100; activation, % at 7.58 µM; 260,000 compounds, 0.37% hits;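 active means mean E-selectin-positive cell signal at least 10% of the positive control, reached in at least 60% of replicates, without over 20% cell loss; inconclusive means no rule given, readout overlaps actives, possibly toxicity-flagged; inactive means the rest, including those meeting only one limit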;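 further: in these data hits start at about 27%; measured in HUVEC primary endothelial cells; signal is the percent of cells scored E-selectin positive by PE staining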
#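 System: HUVEC / Compound: single concentration / Signal: immunofluorescence imaging / Read-out: percent E-selectin-positive cells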
# XiGFP reactiv: X-chromosome reactivation activator. XiGFP mouse fibroblasts, % GFP-positive cells imaging, 3 d; cells co-treated with 5-aza-dC sensitizer; scaled so ellipticine positive control = 100%. activation, % at 7.58 µM. 360,000 compounds, 0.055% hits. AID 743238;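 active means mean normalized replicate activation at least 10% and every replicate at or above 10%; inconclusive means only one of the two criteria met; inactive means mean below 10% and not all replicates reach 10%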;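 further: 0% = median of on-plate neutral control wells and 100% = ellipticine 6 µM median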
#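 Material: SV40-immortalized XiGFP fibroblast cells, line 68-5-11 | Buffer or medium: DMEM containing 5-aza-dC | Dosing: One concentration, pinned | Times: 3 d treatment, 15 min room-temperature fixation | Controls: Ellipticine 6 µM positive control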
# RAD54 inh: blocks human RAD54 Holliday junction branch migration | FAM/BHQ fluorescence | Q92698 | AID 602329 | inhibition, % at 10.4 µM | 360,000 compounds, 0.14% hits;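 active means mean normalized replicate activity at least 40 and at least half of replicates scoring 40 or more; inconclusive means only one of the two criteria met; inactive means mean below 40 and under half of replicates reaching 40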;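 further: 0% = median of neutral control wells and 100% = median of positive control wells; inhibitors cause a drop in the FAM fluorescence signal; in these data hits start at about 50%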
# RAD52 anneal inh: blocks human RAD52 DNA annealing. recombinant RAD52 DNA annealing, FRET fluorescence. inhibition, % at 18.7 µM. 360,000 compounds, 0.46% hits. AID 651710;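 active means every replicate showing at least 50% inhibition; inconclusive means mean inhibition at least 50% but not in every replicate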
# Target sequence (P43351 whole entry, looked up): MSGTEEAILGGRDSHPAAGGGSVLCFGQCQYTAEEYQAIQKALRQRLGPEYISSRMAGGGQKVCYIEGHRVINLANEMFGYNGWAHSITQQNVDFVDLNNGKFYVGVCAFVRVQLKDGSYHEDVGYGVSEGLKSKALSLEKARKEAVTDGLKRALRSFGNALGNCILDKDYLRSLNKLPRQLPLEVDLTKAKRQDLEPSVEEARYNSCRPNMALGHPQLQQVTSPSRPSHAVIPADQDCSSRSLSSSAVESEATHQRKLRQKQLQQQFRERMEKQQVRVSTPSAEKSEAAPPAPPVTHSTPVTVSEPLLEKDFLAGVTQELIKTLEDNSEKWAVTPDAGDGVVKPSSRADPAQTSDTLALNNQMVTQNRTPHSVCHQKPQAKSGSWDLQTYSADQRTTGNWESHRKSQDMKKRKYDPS
# Casp6 inh: blocks human caspase-6 cleavage activity; purified caspase-6, Z-VEID-R110 cleavage fluorescence; P55212; inhibition, % at 12.5 µM; 350,000 compounds, 0.53% hits;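 active means mean inhibition across replicates at least about 35%, with every replicate also reaching that limit, limit read from the data; inconclusive means only one of the two criteria met; inactive means neither criterion met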;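 further: 0% = median of neutral control wells and 100% = no fluorescence left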
# Target sequence (P55212 24-179 limits assumed): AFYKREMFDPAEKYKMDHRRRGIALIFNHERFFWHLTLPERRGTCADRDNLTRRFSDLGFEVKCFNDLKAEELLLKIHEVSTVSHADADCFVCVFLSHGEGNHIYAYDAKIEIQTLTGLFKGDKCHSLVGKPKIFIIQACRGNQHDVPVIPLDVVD
# Target sequence (P55212 194-293 limits assumed): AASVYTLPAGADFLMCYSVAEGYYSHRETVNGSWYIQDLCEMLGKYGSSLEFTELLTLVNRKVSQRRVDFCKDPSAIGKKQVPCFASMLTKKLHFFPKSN
# CFTR F508del cor: correctors of CFTR F508del function in bronchial epithelial cells; activity (quench increase), % at 7.58 µM; 350,000 compounds, 0.36% hits; CFBE cells, YFP halide quenching; stimulated with forskolin plus potentiator P3; % fluorescence drop versus neutral controls;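 active means mean added fluorescence quench of at least 8% versus neutral control, with both replicates also reaching 8%; inconclusive means only one of the mean or replicate conditions met; inactive means mean below 8% and not both replicates reaching 8%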;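 further: cells transiently co-express mutant CFTR-F508del with the halide-sensitive YFP; corrector assay measuring rescue of mutant channel to the surface after 24 h compound exposure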
# DENV2 CPE rescue: inhibitors of DENV2 cytopathic effect; 350,000 compounds, 1.7% hits; AID 651640; CPE inhibition, % at 9.99 µM; DENV2-infected cells, cytopathic effect rescue, plate reader; in the data active means CPE inhibition above about 20%, passing the limit was not always enough; inconclusive means no clear call, values can overlap the other calls; tested in BHK-21 cells;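 further: 0% = median of neutral control wells and 100% = median of positive control wells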
# GSIS activator: primary screen for activators of insulin secretion dependent on glucose, INS-1E cells, GLuc reporter luminescence; INS-1E GLuc reporter insulin secretion, 2-3 h; activation, % at 16.6 µM; 370,000 compounds, 0.61% hits; AID 743287;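 active means lowest replicate activation of at least 40%, so every replicate reaches that level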;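 further: 0% = median of neutral control wells and 100% = median of IBMX positive control wells; some compounds called inactive have numbers as strong as hits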
# Active calls of the source: *; ? = inconclusive; / = no result given. Hits appear at their usual frequency; 3.7% or so of the library scored in one or more.
SMILES,E-selectin induc,XiGFP reactiv,RAD54 inh,RAD52 anneal inh,Casp6 inh,CFTR F508del cor,DENV2 CPE rescue,GSIS activator
Cc1ccc(S(=O)(=O)Nc2ccc3c(c2)C(=O)N([C@H](C)CO)C[C@@H](C)[C@@H](CN(C)C(=O)Nc2ccc(F)cc2)O3)cc1,0.1,-0.5,6,13,0,2.1,12,-2
O=C(NC1CCCCC1)c1cc(-c2ccccc2O)on1,/,0.0,-7,-10,-3,1.1,-4,-9
Cc1c(CC(=O)NCC(=O)NCC(=O)O)c(=O)oc2cc3c(cc12)CCC(C)(C)O3,/,0.1,-5,-9,0,-0.5,?,23
C[C@@H]1CCCCO[C@H](CN(C)C)[C@@H](C)CN([C@@H](C)CO)C(=O)c2cc(NS(=O)(=O)c3ccc(Cl)cc3)ccc2O1,-0.1,0.1,4,-29,1,-0.6,8,1
CC1CCc2c(sc3ncn(CC(=O)N4CCCCC4)c(=O)c23)C1 (stereo not drawn),0.0,0.0,0,-6,4,1.7,-1,-13
COc1ccccc1C(=O)NCCC(=O)Nc1ccncc1,-0.2,0.2,7,-7,-5,0.4,-9,4
O=C(NCC(=O)N1CCN(C/C=C/c2ccccc2)CC1)c1ccc(Br)cc1,0.2,0.0,-3,-28,0,2.0,0,-24
CCN=C1S/C(=C/c2ccc(-c3ccc(Cl)cc3C(=O)O)o2)C(=O)N1CC,/,0.1,/,-310,36*,0.1,1,88*
C[C@@H]1CCCCO[C@H](CN(C)Cc2ccc3c(c2)OCO3)[C@H](C)CN([C@@H](C)CO)C(=O)c2cc(NC(=O)c3ccncc3)ccc2O1,-0.2,0.3,1,15,7,4.5,-8,3
Cc1ccc(N2CC(C(=O)Nc3cccc(S(=O)(=O)N4CCOCC4)c3)CC2=O)cc1 (stereo not drawn),-0.1,0.1,-24,-10,2,1.4,3,-8
COc1cc(C(=O)N/N=C(\C)c2ccc(NC(=O)Cc3ccccc3)cc2)ccc1O,/,0.0,-6,3,0,3.3,-6,6
CC(C)NC(=O)N(C)C[C@H]1Oc2ccc(NC(=O)NC3CCCCC3)cc2C(=O)N([C@H](C)CO)C[C@H]1C,5.1,-0.1,1,6,/,-2.4,-7,-3
Cc1c(CCOC(=O)C23CC4CC(CC(C)(C4)C2)C3)sc[n+]1CC(=O)c1ccccc1,-2.1,-0.1,20,42,-5,-1.4,-2,/
S=C(S)OC1CC2CC1C1CCCC21 (stereo not drawn),-0.3,-0.1,2,-8,/,-2.8,8,17
COc1ccccc1NS(=O)(=O)c1ccc(C)c(C(=O)NCC(c2ccco2)N(C)C)c1 (stereo not drawn),0.0,-0.1,5,-5,-2,-1.0,10,-5
C[C@H](CO)N1C[C@H](C)[C@@H](CN(C)Cc2ccncc2)Oc2ccc(NS(=O)(=O)c3ccc(Cl)cc3)cc2CC1=O,14,-1.0,8,1,-1,1.0,-3,-4
C[C@@H]1CN([C@@H](C)CO)C(=O)CCCn2nncc2CO[C@@H]1CN(C)C(=O)Nc1ccc2c(c1)OCCO2,/,0.3,5,-2,-3,1.1,2,5
COc1ccc(NC(=O)c2cccc(S(=O)(=O)N3CCCCC3)c2)c(OC)c1,/,-0.1,6,-3,-5,0.7,1,-1
C/C(=C\C(=O)c1cccnc1)Nc1ccc(C(=O)O)cc1,/,/,-5,-3,1,/,/,5
CC(NC(=O)/C(C#N)=C/c1cn[nH]c1-c1ccccc1)c1ccccc1 (stereo not drawn),/,/,4,-14,0,/,/,-1
CCCN1[C@@H]2c3ccc(-c4ccccc4)c(=O)n3C[C@H]1[C@H](CO)[C@H]2C(=O)N1CCCCC1,0.2,0.0,2,-23,5,/,-3,-17
CCCCOC(=O)c1nnc(-c2ccc(Cl)cc2)o1,/,0.0,/,-15,-2,2.4,-1,1
Cc1cccc(CC(=O)Nc2cc(=O)n(C)c(=O)n2C)c1,1.0,0.0,-5,-17,1,1.4,0,9
COCC(=O)Nc1ccc2c(c1)[C@@H]1C[C@@H](CC(=O)N(C)C)O[C@@H](CO)[C@@H]1O2,0.7,0.5,4,-26,-1,-1.5,0,6
CC(C)(O)c1cn([C@H]2C[C@@H]3O[C@@H](CO)CC[C@@H]3O[C@@H]2CCc2ccc(-c3cccnc3)cc2)nn1,/,/,/,3,-1,4.0,-14,/
CSCCC(NC(=O)COc1ccccc1)C(=O)N(C)CC(=O)Nc1ccc(C)cc1 (stereo not drawn),/,0.1,0,-6,-1,-1.6,-9,-38
O=C(NCCO)c1cccc(-c2cc(Nc3ccc(OC(F)(F)F)cc3)ncn2)c1,-6.7,0.2,/,9,-2,-1.3,-5,-41
CCN(CC(=O)Nc1ccc2c(c1)OCCO2)C(=O)CCc1ccccc1Cl,1.9,0.5,-1,-16,1,-1.8,-14,-24
C[C@@H]1CN([C@H](C)CO)C(=O)c2ccccc2-c2ccccc2CO[C@@H]1CN(C)Cc1ccc(-c2ccccc2)cc1,-0.6,-0.2,/,6,-2,0.6,-4,-26
NC(=O)CSc1nc2cc(S(=O)(=O)N3CCOCC3)ccc2o1,0.9,0.2,-1,-9,0,-2.8,19,-7
Cc1ccc(Oc2ccccc2NC(=O)CSCC(=O)Nc2cc(C)on2)cc1,-0.3,0.0,-13,-21,-1,-1.4,13,-37
O=C(Nc1ccccc1N1CCCC1)c1ccc([N+](=O)[O-])o1,/,0.4,-7,-13,7,-3.8,-1,9
CCNC(=O)C1(C)CCN1C(=O)Cc1ccc(C(C)C)cc1 (stereo not drawn),0.0,-0.1,9,-8,-5,-1.0,-8,-2
C[C@@H]1CN([C@H](C)CO)C(=O)Cc2cc(NC(=O)Cc3cn(C)c4ccccc34)ccc2O[C@@H]1CN(C)C(=O)Nc1ccc2c(c1)OCO2,-1.6,-1.1,-4,11,-2,-1.5,7,15
Cc1cccc(C(C)C)c1NC(=O)COC(=O)C1CC(=O)N(Cc2ccccc2)C1 (stereo not drawn),/,0.1,/,-3,5,2.9,5,3
Cc1ccc(OCC(=O)N/N=C\c2ccc(O)c([N+](=O)[O-])c2)c([N+](=O)[O-])c1,2.5,0.3,/,-1,2,1.6,-3,-7
N/C(CN1CCCCC1)=N\S(=O)(=O)c1cc(Cl)cc(Cl)c1,-0.1,0.0,/,2,0,-2.8,-1,11
COc1cc(-c2[nH]ncc2CN2CCCC2c2nonc2C)cc(OC)c1OC (stereo not drawn),/,0.0,/,-20,-1,-0.7,3,-6
COc1ccccc1N1CCN(C(C)C(=O)N2CC(C)OC(C)C2)CC1 (stereo not drawn),/,0.2,2,-8,/,-2.2,-1,1
COc1ccc2c3c([nH]c2c1)[C@H](CO)N(C(=O)c1ccccc1)CC31CN(C)C1,-0.1,0.2,/,-4,/,0.0,?,-1
CO[C@H]1CN(C)C(=O)c2ccc(NC(=O)Nc3ccc(Cl)cc3)cc2OC[C@@H](C)N(C(=O)Nc2c(C)noc2C)C[C@H]1C,0.6,-0.5,-5,7,1,0.5,1,-17
CCOc1ccc(OCCC(=O)N(CC(C)C)c2c(N)n(Cc3ccccc3)c(=O)[nH]c2=O)cc1,0.3,0.0,6,-14,0,-1.0,10,-13
O=C1C(=Cc2cccc(F)c2)Cc2ccccc21,?,0.0,/,-7,0,0.1,-7,0
S=C1NC[C@H](Cc2cccc3ccccc23)N1CC1CCCCC1,0.2,0.0,2,-7,1,3.1,-5,/
O=C(Nc1ccc(F)cc1)N1CC(=O)N2[C@H](CO)[C@H](c3ccc(C#CC4CC4)cc3)[C@@H]2C1,-0.4,-0.1,/,1,2,2.3,-5,-23
CSc1ncnc2c1ncn2CCCN1CCN(c2ccccn2)CC1,/,0.1,-3,-16,-2,1.9,-11,/
C[C@H]1CN([C@@H](C)CO)C(=O)c2cccc(NS(=O)(=O)c3ccccc3)c2O[C@H]1CN(C)Cc1ccccc1,-0.1,0.2,1,18,0,1.4,10,0
Cc1noc(C)c1NC(=O)N(C)C[C@H]1Oc2ccc(NC(=O)Nc3ccc(C(F)(F)F)cc3)cc2CC(=O)N([C@H](C)CO)C[C@H]1C,-5.6,0.0,-9,14,1,0.4,0,-1
O=C(NCc1cccs1)C1CCCN(S(=O)(=O)c2cnc[nH]2)C1 (stereo not drawn),/,0.0,0,-22,1,-3.3,3,6
Cc1ccc(NC(=O)N2CCN(C)CC2)cc1NC(=O)N1CCN(C)CC1,1.0,-0.2,1,11,-29,-0.7,-1,13
O=C(C[C@@H]1CC[C@@H](NC(=O)c2ccccn2)[C@@H](CO)O1)NCc1cccc(F)c1,-0.1,-0.4,-6,8,-5,3.1,/,4
N#C/C(=C\c1ccco1)C(=O)Nc1ccc(S(N)(=O)=O)cc1,6.6,0.0,/,-10,0,1.5,6,8
C/C=C/c1ccc([C@H]2[C@@H](CO)N(CC3CCCCC3)[C@H]2CNC(C)=O)cc1,0.6,0.2,/,-30,-6,0.1,?,-1
COc1ccc(/C=N/NC(=O)C2C3CCCCC32C)cc1OC (stereo not drawn),3.3,-0.3,/,-9,-3,-3.3,4,12
CCC(=O)Nc1ccc2c(c1)C(=O)N(C)[C@@H]1CC[C@@H](CC(=O)NC3Cc4ccccc4C3)O[C@H]1CO2,0.2,0.0,-8,5,27,-1.2,8,-5
C(=N/N1CCN(c2ccccc2)CC1)/c1ccncc1,-3.0,0.3,/,-4,6,1.2,4,5
O=C(NN=Cc1ccc(Cl)cc1Cl)c1ccccc1,-0.1,0.0,4,-3,1,-2.0,-6,-11
CC(OC(=O)c1cccc(-n2cnnn2)c1)C(=O)c1ccccc1 (stereo not drawn),/,0.0,2,-8,-3,2.5,1,-3
Nc1ccc(N=Nc2ccccc2)c2ccccc12,-1.7,-0.1,4,-12,-1,0.5,-4,-8
COc1ccccc1C(=O)NNC(=O)c1cccc(O)c1,/,-0.1,3,-6,1,-0.8,-2,5
# Additional records
SMILES,E-selectin induc,XiGFP reactiv,RAD54 inh,RAD52 anneal inh,Casp6 inh,CFTR F508del cor,DENV2 CPE rescue,GSIS activator
COc1ccc(S(=O)(=O)N2CCN(C(=O)C3CCCO3)CC2)cc1 (stereo not drawn),-0.2,-0.1,-1,-2,-1,0.4,?,7
C/C=C/c1ccc([C@H]2[C@@H](CO)N(C(=O)C3CC3)[C@H]2CN(C)C(=O)C2CC2)cc1,-0.3,0.1,6,/,/,-0.5,5,0
CO[C@@H]1CN(C)C(=O)c2cc(NS(=O)(=O)CC(F)(F)F)ccc2OC[C@@H](C)N(Cc2ccccn2)C[C@@H]1C,-0.6,-0.1,-9,12,-6,5.1,-1,4
COc1ccc(N(CC(=O)N/N=C/c2ccc(C(=O)O)cc2)S(=O)(=O)c2ccc(NC(C)=O)cc2)cc1,/,0.0,-5,-9,16,3.3,-1,14

# Quoted from the listing.
# XiGFP reactiv with Nc1ccc(N=Nc2ccccc2)c2ccccc12 stands at -0.1
# GSIS activator with Cc1ccc(S(=O)(=O)Nc2ccc3c(c2)C(=O)N([C@H](C)CO)C[C@@H](C)[C@@H](CN(C)C(=O)Nc2ccc(F)cc2)O3)cc1 stands at -2

# Source: PubChem BioAssay (Broad Institute)
